# S2 tox = Viability Counterscreen for Primary qHTS for Inhibitors of ATXN expression; Potency, µM (top dose mostly 56.7 µM), actives largely listed as cytotoxic; S2 cells (HEK-293 line with an ATXN2-luciferase reporter) viability, CellTiter-Fluor protease fluorescence, 24 h; 0.49% of 400,000 active; AID 651635, 2014; note: potency is the fitted concentration of half-maximal effect; nearly all actives have a fitted effect of over 40% in size
# A549 viability = Nrf2 qHTS screen for inhibitors: counterscreen for cytotoxicity. A549 ARE-Fluc cells, CellTiter-Fluor viability, 18-24 h. Potency, µM (titrated, usually from 46 µM), for the others: at the top dose activity change, negative = cytotoxicity, most hits filed as inhibitors. 0.16% of 390,000 active; note: potency is the fitted concentration of half-maximal effect; % is set by controls: 0 for no effect and ±100 for the full control effect
#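 A549 ARE-Fluc cells in 5% FBS OPTI-MEM, 5000 cells/well, rested 2 h then exposed to compounds in concentration-response for 18-24 h at 37 °C. Viability by CellTiter-Fluor fluorescence (Ex 405/Em 525) after 30 min; luciferase luminescence (BugLite, 15 min, RT) read afterwards.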
# IL2 activator = qHTS of IL-2 Activators; IL-2 activation reporter assay, cell-based qHTS; stimulated with anti-CD3/CD4/CD28 beads; in transgenic mouse T cells; activation, % (series mostly up to about 46 µM); 0.065% of 360,000 active; in the data active = activation above about 50%; inconclusive = mostly about 30% to 49%; note: 0% is about no effect
#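 EGFP and DsRed fluorescence is measured by plate cytometry in unstimulated transgenic mouse T cells exposed to compound for 60 minutes, then stimulated 18 hours at 37 degrees C with anti-CD3/anti-CD4 beads plus anti-CD28.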
# Nrf2 block = Nrf2 qHTS screen for inhibitors. A549 ARE-Fluc reporter, luciferase luminescence, 18-24 h. Potency, µM (series often up to 46 µM), for inactives: top-dose activity change, negative = inhibition, most hits filed as inhibitors. 2.1% of 360,000 active. AID 504444, 2011; note: potency is the fitted concentration of half-maximal effect; % is set by controls: 0 for no effect and ±100 for the full control effect; nearly all actives have a fitted effect of over 60% in size
#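 Nrf2 function is reported as luminescence of an ARE-controlled luciferase in A549 cells. Compounds were tested at several concentrations, and a CellTiter-Fluor read on the same wells flagged cytotoxicity.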
# EPAC2 ag = qHTS for Agonist of cAMP-regulated guanine nucleotide exchange factor 4 (EPAC2): primary screen; Rap guanine nucleotide exchange factor 4 (Homo sapiens), Q8WZA2; EPAC2 activation, biochemical qHTS; response scale: 100% = 6.5 mM cAMP response; Potency, µM (series often up to 154 µM), without a hit: top-dose activation, usual class: activators; 0.079% of 360,000 active; note: potency is the fitted concentration of half-maximal effect; nearly all actives have a fitted effect of over 50% in size
# Target sequence (Q8WZA2 whole entry, looked up): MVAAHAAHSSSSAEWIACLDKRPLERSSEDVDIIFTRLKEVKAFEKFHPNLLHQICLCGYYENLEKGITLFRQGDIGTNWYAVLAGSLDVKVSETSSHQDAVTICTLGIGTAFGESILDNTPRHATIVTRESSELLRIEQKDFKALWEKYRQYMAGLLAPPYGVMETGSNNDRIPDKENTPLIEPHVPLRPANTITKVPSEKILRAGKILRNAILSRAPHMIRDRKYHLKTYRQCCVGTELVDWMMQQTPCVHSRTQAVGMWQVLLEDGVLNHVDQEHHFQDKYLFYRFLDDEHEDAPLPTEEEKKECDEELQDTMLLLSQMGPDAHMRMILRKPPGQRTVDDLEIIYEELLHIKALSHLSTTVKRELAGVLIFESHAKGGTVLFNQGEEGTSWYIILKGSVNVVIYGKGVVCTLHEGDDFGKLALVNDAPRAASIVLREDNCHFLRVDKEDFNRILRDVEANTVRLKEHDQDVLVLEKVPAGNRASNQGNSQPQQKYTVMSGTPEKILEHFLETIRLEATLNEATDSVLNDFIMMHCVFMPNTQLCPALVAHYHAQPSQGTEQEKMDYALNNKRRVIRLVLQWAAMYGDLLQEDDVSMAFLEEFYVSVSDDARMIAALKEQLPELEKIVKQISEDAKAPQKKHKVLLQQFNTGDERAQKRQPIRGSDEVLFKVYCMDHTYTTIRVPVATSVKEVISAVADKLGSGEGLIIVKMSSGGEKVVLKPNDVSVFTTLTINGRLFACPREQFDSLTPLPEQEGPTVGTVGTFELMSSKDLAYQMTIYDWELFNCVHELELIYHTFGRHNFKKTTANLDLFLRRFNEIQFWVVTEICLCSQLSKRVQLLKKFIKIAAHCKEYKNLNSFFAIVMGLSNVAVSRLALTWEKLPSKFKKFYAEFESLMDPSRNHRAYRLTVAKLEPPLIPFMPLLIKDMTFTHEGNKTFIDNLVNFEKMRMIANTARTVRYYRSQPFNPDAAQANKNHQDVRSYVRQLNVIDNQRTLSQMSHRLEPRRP
#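 Readout is BODIPY fluorescence (480 nm excitation, 540 nm emission), which falls as labeled GDP is exchanged off Rap1B. EPAC2 at 100 nM acted on 250 nM RAP1B-BODIPY-GDP with 50 uM GDP present.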
# HepG2 viability = qHTS for Inhibitors of TGF-b: Cytotox Counterscreen | HepG2 CAGA-GFP viability, ATP luminescence, 18 h | Potency, µM (doses to about 46.1 µM), for the others: at the highest dose activity change, negative = cytotoxicity, usual class: cytotoxic | 0.76% of 410,000 active | AID 588856, 2011; note: potency is the fitted concentration of half-maximal effect; some results filed as inactive show a strong effect at the top dose
#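 CellTiter-Glo luminescence gave cytotoxicity after 18 hours at 37 degrees C. The cells were HepG2 CAGA-GFP in 1% FBS DMEM, stimulated with 500 pg/mL TGF-beta after compound addition. %Activity was normalised to no-cell wells (complete cell-killing) and DMSO (no toxicity), and curves were fitted and classified.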
# TGFb inhibitor = qHTS for Inhibitors of TGF-b; HepG2 CAGA-GFP TGF-b/SMAD3 reporter, GFP fluorescence, 18 h; TGF-beta stimulated, 500 pg/mL final; Potency, µM (top dose mostly 46.1 µM), inactives show top-dose activity, negative = inhibition, usual class: inhibitors; 1.2% of 410,000 active; AID 588855, 2011; note: potency is the fitted concentration of half-maximal effect; % is set by controls: 0 for no effect and ±100 for the full control effect; nearly all actives have a fitted effect of over 65% in size
#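 Inhibition was scored as loss of TGF-beta-induced (500 pg/mL final, 18 hours, 37 degrees C) GFP in HEPG2 cells carrying a CAGA-GFP reporter, in DMEM with 1% FBS. Well GFP was summed per cell; Activity was normalised to unstimulated and stimulated DMSO wells, then concentration-response fitting.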
# ATXN2 expr inh = Primary qHTS for Inhibitors of ATXN expression; HEK-293 ATXN2-luciferase reporter, luminescence, 24 h; Potency, µM (highest dose often 57 µM), inactives show at the top dose activity change, negative = inhibition, usual class: inhibitors; 0.72% of 360,000 active; AID 1745845, 2022; note: potency is the fitted concentration of half-maximal effect; % is set by controls: 0 for no effect and ±100 for the full control effect; nearly all actives have a fitted effect of over 55% in size
#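 qHTS (up to 57 uM final) was run with 24 h compound exposure of reporter cells at 37 °C. Each well was multiplexed: SteadyGlo luminescence measured ATXN2-luciferase expression after a fluorogenic Gly-Phe-AFC viability readout (25 uM final).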
# Nrf2 ARE act = qHTS of Nrf2 Activators. AID 624171, 2012. Potency, µM (top dose mostly 46.1 µM), without a hit: top-dose activation, hits mostly activators. AREc32 ARE-luciferase reporter (MCF7-derived line), luminescence, 24 h. 0.31% of 410,000 active; note: potency is the fitted concentration of half-maximal effect; % of control where 0% means no effect; nearly all actives have a fitted effect of over 65% in size
#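 AREc32 cells carrying an ARE-driven firefly luciferase, 1000 cells/well in OPTI-MEM with 5% FBS, dosed after overnight attachment and incubated 24 hr at 37 deg C. Steady-Glo luminescence read after 30 min at RT.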
# * marks the source's active call; other numbers are inactive results; i = inactive; ? = inconclusive; / = no result given; & = joins results of further samples; [ ] = dose if it differs, or a comment. Unless noted, calls come from the whole dose curve; as a rule, active = well fitted curve in the direction sought with a large enough effect; inconclusive = small, poorly fitted or top-dose-only effect, or another doubt; inactive = no such curve, though single readings can be large; an effect the other way counts as inactive or inconclusive. Outcome played no part in choosing rows. About 4.3% of those tested had a hit in this group.
# Order of results: S2 tox | A549 viability | IL2 activator | Nrf2 block | EPAC2 ag | HepG2 viability | TGFb inhibitor | ATXN2 expr inh | Nrf2 ARE act
1. Cc1ccc2[nH]c3nc(SCC#N)nnc3c2c1
→ ? | -1% | -0.5 | 2% | 7% | 3% | 0% | ? | 2.8%
2. Cc1cccc(-c2cc(C(=O)Nc3ccncc3)c3ccccc3n2)c1
→ ? | -11% | -3.8 | -7% | 0% | -7% | -19% | -21% | 12%
3. COc1cccc(CNC(=O)CSc2c3c(nc4ccc(Cl)cc24)CCCC3)c1OC
→ / | -20% | / | ? | / | -57% | ? | / | 13µM*
4. CCOc1cc(/C=N/O)cc(Br)c1OCC
→ i | -14% | -2.2 | -15% | -4% | -23% | -7% | 6% | 0.3%
5. O=C(O)C1CCC(=O)N(C2CC2)C1c1ccccc1 (configuration not stated)
→ i | -5% | -0.5 | -2% | 9% | -23% | 4% | 4% | -0.8%
6. CC(=O)c1ccc2noc(-c3cccc(C)c3)c2c1
→ i | -1% | 1.4 | 12% | 9% | -13% | -1% | 48%[activator] | 8.1%
7. O=C(COC(=O)C1CC(=O)N(Cc2ccco2)C1)Nc1nc(-c2ccc(F)cc2)cs1 (configuration not stated)
→ i | 1% | -0.4 | ? | -2% | -1% | -4% | 2% | -0.2%
8. O=C(c1ccccn1)N(Cc1ccco1)C1(C(=O)NC2CCCCC2)CCCCC1
→ i | ? | 1.0 | ? | 6% | 13% | 18% | -13% | -0.3%
9. CCOc1ccccc1OCC(=O)Nc1ccc(S(=O)(=O)Nc2ncccn2)cc1
→ i | 2% | 0.4 | -18% | 2% | -6% | -16% | 6% | 1.4%
10. O=C(Nc1cccc(-c2cn3c(n2)SCC3)c1)c1ccc2c(c1)OCO2
→ / | -21% | 0.2 | 8% | 11% | 2% | -9% | 12% | 0.9%
11. CC(=O)C1=C(O)C(=O)N(Cc2ccccc2)C1c1ccco1 (configuration not stated)
→ i | -10% | -0.8 | -9% | 1% | 9% | 13% | 5% | 0.0%
12. CCC1(c2ccccc2)NC(=O)N(CC(=O)N2CC(=O)Nc3ccccc32)C1=O (configuration not stated)
→ i | 7% | 0.1 | -11% | 6% | -16% | -5% | -15% | -0.4%
13. CCn1c(SCC(=O)Nc2ccccc2OC)nnc1-c1cnccn1
→ i | -9% | -0.2 | -7% | 8% | -4% | -16% | -1% | -0.6%
14. COc1ccc(/C=N/NC(=O)c2ccc(N3CCCC3=O)cc2)cc1
→ i | -3% | -0.6 | -1% | 1% | -5% | -1% | 18% | 0.0%
15. COc1ccc(S(=O)(=O)N2CCC(C(=O)NC3CCCC3)CC2)cc1C
→ i | 10% | 1.2 | -8% | 2% | -10% | 3% | 12% | -0.5%
16. CCOc1ccc(CCNC(=O)COC(=O)c2oc3ccccc3c2COC)cc1OCC
→ i | 2% | -0.2 | 7% | -4% | -2% | 1% | 6% | -0.2%
17. CCCCCNCc1ccc(OCc2ccc(Cl)nc2)c(OC)c1
→ i | 0% | -2.5 | -6% | -3% | -15% | 4% | 2% | -0.4%
18. COc1ccc(NC(=O)CSc2nnc(Cn3nnc4ccccc43)n2C)cc1
→ i | -11% | 0.1 | 2% | -7% | 1% | 27% | 1% | -0.8%
19. O=S(=O)(NCCc1nnc2ccc(SCc3ccccc3Cl)nn12)c1ccccc1
→ / | -3% | / | -11% | / | -27% | ? | / | 7.0%
20. Nc1ccc2c(O)cc(S(=O)(=O)O)cc2c1
→ ? | -19% | 0.9 | ? | 13% | 0% | -7% | ? | 2.5%
21. Clc1cc2c(cc1/C=N/Nc1nc(N3CCOCC3)nc(N3CCOCC3)n1)OCO2
→ i | -2% | -2.2 | -24% | 3% | -36% | -15% | 1% | 4.8%
22. O=S(=O)(c1ccccc1)c1nc(-c2ccco2)oc1N1CCCCC1
→ i | -10% | -1.9 | -17% | 14% | -9% | -1% | -6% | 0.2%
23. c1ccc(N2CCOCC2)c(Nc2nc3ccccc3n3cnnc23)c1
→ ? | 10% | -0.9 | ? | 22% | -21% | -25% | ? | -0.1%
24. Cc1ccc2[nH]c(=O)c(CN(CC3CCCO3)C(=O)c3cccs3)cc2c1 (configuration not stated)
→ i | 1% | 0.3 | -4% | 2% | 7% | 8% | -2% | 0.0%
25. COc1ccc(C2=NN(C(=O)c3ccccc3C(=O)O)C(c3ccccc3O)C2)cc1 (configuration not stated)
→ i | 1% | -1.9 | 2% | 8% | -21% | -15% | 39% | ?
26. O=C1Cc2ccccc2C(=O)N1c1ccccc1
→ i | 1% | 5.7 | -11% | 1% | -9% | -25% | -1% | -0.7%
27. C=CCSc1nc2nc(C)cc(C)n2n1
→ i | 19% | -3.0 | -3% | 8% | -27% | 2% | -2% | -0.3%
28. Nn1cnnc1N/N=C/c1cc(Br)cc(Br)c1O
→ i | 0% | -1.1 | -10% | -3% | -39% | -33% | ? | -2.1%
29. O=C(CN1CCN(c2cccc(Cl)c2)CC1)N1CCCC1
→ i | 0% | 2.4 | -14% | 4% | 4% | -10% | 0% | -0.1%
30. COc1ccc(-c2cc3nc(C)c(CCC(=O)NC4CCCCC4)c(C)n3n2)c(OC)c1
→ ? | 0% | / | 18% | / | 0% | 1% | 8% | -0.3%
31. O=C(NNS(=O)(=O)c1ccc([N+](=O)[O-])cc1)C1CCCCC1
→ i | -4% | -1.7 | 13% | 9% | -22% | 8% | 5% | -0.5%
32. CC(c1ccccc1)N1C(=O)c2ccc(C(=O)Nc3ccc(Br)cc3C(=O)O)cc2C1=O (configuration not stated)
→ i | 0% | 0.3 | 4% | 3% | 16% | 1% | -4% | -1.3%
33. NC(=Nc1ccc(Br)cc1)c1ccccc1
→ i | 2% | -1.3 | 11% | 1% | -35% | ? | / | -0.5%
34. COc1ccc(CN=Cc2[nH]c3ccc(Br)c(Cl)c3c2O)cc1
→ i | 4% | -0.1 | / | 13% | -40% | -17% | -31% | ?
35. CCc1ccc(-n2nc3ccc(NC(=O)c4cc5ccccc5o4)cc3n2)cc1
→ i | -1% | / | -25% | / | -4% | 1% | 20% | 0.4%
36. Cc1ccc(S(=O)(=O)NC2(C(=O)O)CCCCC2)cc1
→ i | 10% | -2.3 | -13% | 6% | 3% | 10% | 7% | 0.0%
37. Cc1nn(Cc2noc(C(=O)NC3CCC(C)CC3)n2)c(C)c1Br (configuration not stated)
→ i | 7% | -0.5 | 1% | -2% | 4% | -11% | / | 0.2%
38. Cc1ccc(S(=O)(=O)N[C@H](C(=O)N2CCC(C(=O)N[C@@H](CC(=O)O)C(=O)O)CC2)C(C)C)cc1
→ i | 3% | -0.2 | 21% | -4% | 8% | 3% | 8% | -0.8%
39. CC1(C)CC(=O)C2=C(C1)NC(Nc1nc3ccccc3o1)=NC21CCCC1
→ i | -2%&-13% | 0.2 | 0% | -6% | 3% | -22% | -17% | -1.0%
40. COc1ccccc1CNC(=O)CCCn1c(=O)c2ccccc2n(Cc2ccccc2C#N)c1=O
→ i | -4% | / | 11% | / | -24% | 2% | -18% | -0.7%
41. CCOC(=O)c1cnc(Nc2ccc(OCC)cc2)nc1C
→ i | -14% | -1.9 | -26% | -5% | -22% | 27% | 12% | -0.2%
42. COc1ccc(O)c(C=NCC(C)N=Cc2cc(OC)ccc2O)c1 (configuration not stated)
→ i | 3% | 1.6 | -14% | 3% | -11% | 1% | -1% | 2.1%
43. C/C(=N/NC(=O)c1ccc(Br)s1)c1ccncc1
→ i | 1% | -1.3 | -14% | 9% | 1% | -1% | 38% | -1.3%
44. O=C(O)c1cccc2c(/C=N/Nc3ccccn3)c[nH]c12
→ i | 0% | 0.5 | 0% | 2% | -4% | 14% | / | -0.1%

# By substructure: those above containing a Cl atom
# Order of results: S2 tox | A549 viability | IL2 activator | Nrf2 block | EPAC2 ag | HepG2 viability | TGFb inhibitor | ATXN2 expr inh | Nrf2 ARE act
3. COc1cccc(CNC(=O)CSc2c3c(nc4ccc(Cl)cc24)CCCC3)c1OC
→ / | -20% | / | ? | / | -57% | ? | / | 13µM*
17. CCCCCNCc1ccc(OCc2ccc(Cl)nc2)c(OC)c1
→ i | 0% | -2.5 | -6% | -3% | -15% | 4% | 2% | -0.4%
19. O=S(=O)(NCCc1nnc2ccc(SCc3ccccc3Cl)nn12)c1ccccc1
→ / | -3% | / | -11% | / | -27% | ? | / | 7.0%
21. Clc1cc2c(cc1/C=N/Nc1nc(N3CCOCC3)nc(N3CCOCC3)n1)OCO2
→ i | -2% | -2.2 | -24% | 3% | -36% | -15% | 1% | 4.8%
29. O=C(CN1CCN(c2cccc(Cl)c2)CC1)N1CCCC1
→ i | 0% | 2.4 | -14% | 4% | 4% | -10% | 0% | -0.1%
34. COc1ccc(CN=Cc2[nH]c3ccc(Br)c(Cl)c3c2O)cc1
→ i | 4% | -0.1 | / | 13% | -40% | -17% | -31% | ?

# Screening results as filed in PubChem BioAssay.
